core dimer inh – blocks dimerization of HCV core protein. TR-FRET GST/Flag-core106 dimerization, 1536-well. AID 1899. actives 0.33% (n = 300,000). inhibition, % at 5 µM;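 active = inhibition above the mean of all tested compounds plus 3 SD, set per screening campaign, cut at about 45% in these data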
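Assay system: tagged HCV core106 pair (GST and Flag); medium: KF-containing HEPES buffer, pH 7.45, DTT, CHAPS, BSA; also added: Eu donor and XL665 acceptor anti-tag antibodies; dosing: 5 µM single dose; timing: compound-protein-antibody incubation 4 h at 22.5 °C; signal: TR-FRET 671 and 617 nm emission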
EBNA-1 inh – blocks EBNA-1 binding to DNA; EBNA-1 DNA binding, fluorescence polarization; inhibition, % at 14.8 µM; actives 0.34% (n = 300,000); AID 1950; in the data active = inhibition above about 28%
Yeast superoxide – yeast age-related superoxide inhibition as caloric restriction mimetic. S. cerevisiae aged cells, superoxide DHE fluorescence; hits give low values. superoxide response (% of plate mean), % at 10 µM. actives 0.18% (n = 330,000). AID 2690;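 active = superoxide response under a set limit, about three screen SD below normal, cut at about 65% in these data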;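 also: yeast aged for seven days with compound at 30 °C before DHE staining; 100% = average MFI of all compound-treated wells on the plate with controls excluded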
PP5 primary – PP5 (human) phosphatase inhibition. P53041. purified PP5c, OMFP substrate fluorescence. inhibition, % at 6.7 µM. actives 0.18% (n = 320,000). AID 1987;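 active = inhibition above the campaign's mean inhibition across all tested compounds plus 3 SD, cut at about 9.5% in these data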;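 also: 0% = DMSO only and 100% = 100 µM cantharidin control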
ZTA counter – ZTA (EBV) inhibition in EBNA-1 counter-screen. AID 2234. ZTA-DNA binding, fluorescence polarization. P03206. inhibition, % at 11 µM. actives 0.15% (n = 320,000); in the data active = inhibition above about 33%
Target sequence (P03206 whole entry, looked up): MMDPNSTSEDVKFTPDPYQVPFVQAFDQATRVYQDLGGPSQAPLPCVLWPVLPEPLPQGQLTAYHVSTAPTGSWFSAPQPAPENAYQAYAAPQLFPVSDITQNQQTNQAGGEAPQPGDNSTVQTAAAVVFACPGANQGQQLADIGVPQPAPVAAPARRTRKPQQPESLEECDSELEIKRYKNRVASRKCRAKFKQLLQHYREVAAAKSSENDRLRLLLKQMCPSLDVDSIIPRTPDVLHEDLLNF
PP1 counter – PP1-alpha (human) inhibition in PP5 counter-screen; P62136; purified PP1alpha, OMFP fluorescence; inhibition, % at 6.7 µM; actives 0.9% (n = 320,000); AID 2235;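 active = inhibition above the mean inhibition of all tested compounds plus 3 SD, computed separately for each screening campaign, cut at about 15% in these data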
Target sequence (P62136 whole entry, looked up): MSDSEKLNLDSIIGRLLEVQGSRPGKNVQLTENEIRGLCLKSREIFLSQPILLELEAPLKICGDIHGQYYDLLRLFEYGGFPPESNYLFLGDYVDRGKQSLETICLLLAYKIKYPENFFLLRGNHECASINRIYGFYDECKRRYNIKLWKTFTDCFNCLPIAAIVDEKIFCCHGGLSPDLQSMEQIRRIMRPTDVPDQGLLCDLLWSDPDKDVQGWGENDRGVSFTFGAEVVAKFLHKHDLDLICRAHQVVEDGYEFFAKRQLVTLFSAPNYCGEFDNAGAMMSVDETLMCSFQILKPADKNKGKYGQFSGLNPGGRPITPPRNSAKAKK
CTSL1 counter – cathepsin L1 inhibition, PFM18AAP counter-screen; actives 0.49% (n = 300,000); inhibition, % at 5.96 µM; recombinant F. hepatica cathepsin L1, Z-Leu-Arg-MCA fluorescence;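 active = inhibition above the mean of all tested compounds plus 3 SD, set per screening campaign, cut at about 17% in these data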;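 also: 0% = plate median of test compound wells and 100% = 1 µM Z-Phe-Ala-diazomethylketone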
TPT1 inhibitor – inhibitors of Candida albicans tRNA 2'-phosphotransferase TPT1 | AID 1962 | actives 0.81% (n = 300,000) | recombinant caTPT1, FP RNA substrate dephosphorylation | inhibition, % at 5 µM;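 active = inhibition above the mean of all tested compounds plus 3 SD, set per screening campaign, cut at about 24% in these data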;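 also: plate controls were DMSO alone for no effect and ferristatin control at 100 nM for full effect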
JMJD2C inh – blocks human GASC-1 demethylase activity; Q9H3R0; GST-JMJD2C(1-420) H3K9me3 demethylation, DELFIA europium; inhibition, % at 2.35 µM; actives 0.069% (n = 330,000); AID 2099;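 active = more than half of a compound's replicate wells show inhibition beyond 50%, single wells judged on their own value; inconclusive = some, but no more than half, of replicates pass 50% inhibition; inactive = no replicate passes 50% inhibition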;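 also: signal counts dimethyl H3K9 product captured on neutravidin plate; 0% = median of DMSO wells and 100% = 0.3 times that DMSO median; strong numbers were not always called active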
Target sequence (Q9H3R0 1-420 limits assumed): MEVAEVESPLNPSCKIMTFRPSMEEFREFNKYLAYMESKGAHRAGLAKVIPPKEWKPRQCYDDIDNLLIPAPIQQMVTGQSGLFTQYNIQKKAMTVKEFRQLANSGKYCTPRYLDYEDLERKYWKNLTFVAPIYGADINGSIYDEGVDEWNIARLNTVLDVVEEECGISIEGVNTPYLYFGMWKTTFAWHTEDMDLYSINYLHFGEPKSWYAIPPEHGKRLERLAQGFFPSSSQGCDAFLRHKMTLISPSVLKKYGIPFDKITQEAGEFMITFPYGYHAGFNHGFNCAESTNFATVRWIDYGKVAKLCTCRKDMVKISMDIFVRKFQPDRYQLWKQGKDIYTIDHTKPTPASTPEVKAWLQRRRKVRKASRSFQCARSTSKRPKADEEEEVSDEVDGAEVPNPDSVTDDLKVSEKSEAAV
Starred values were filed as active, the others as inactive; i = inactive; ? = inconclusive; / = not tested or not shown.

SMILES	core dimer inh	EBNA-1 inh	Yeast superoxide	PP5 primary	ZTA counter	PP1 counter	CTSL1 counter	TPT1 inhibitor	JMJD2C inh
CC1CCCC/C1=N\NS(=O)(=O)c1ccc(Br)cc1 (configuration not stated)	-0.9	-3.3	98.4	-0.2	-3.4	-6.7	-1.3	-0.7	0.8
COc1ccc(-c2c(=O)n(OCc3ccccn3)c3ccccc3[n+]2[O-])cc1OC	-4.7	-0.2	88.8	0.3	6.3	-1.2	1.4	-3.1	5.8
COc1ccc(NC(=O)Nc2ccon2)cc1OC	11.7	2.0	126.5	1.8	4.1	-1.4	-1.4	1.8	0.5
NS(=O)(=O)OCC1CCCCC1	-10.4	8.2	94.1	-0.5	-4.5	-2.0	-1.7	-2.1	/
O=C(CC1C(=O)N(c2ccccc2)C(=S)N1c1ccccc1)c1ccc(Br)cc1 (configuration not stated)	19.0	-5.4	105.4	4.8	-25.6	0.8	-2.4	1.5	-1.5
O=C(CN1CCN(C(=O)c2ccco2)CC1)Nc1ccc(Br)cc1	-13.6	-0.7	96.0	2.0	-16.8	4.3	9.2	-1.1	i
CCSc1nnc(NC(=O)c2ccccc2C)s1	4.4	2.2	102.0	0.2	2.7	-3.9	-1.9	-1.5	1.7
CC(C)(O)C#Cc1ccc(CN2CCN(C3CCCCC3)C(CCO)C2)s1 (configuration not stated)	1.4	-11.9	83.6	2.0	-7.1	-3.7	0.4	-1.4	-5.0
O=c1cc(CN2CCN(Cc3ccccc3)CC2)c2ccc(O)cc2o1	3.8	2.1	96.5	0.6	8.1	-0.1	3.7	-2.8	-19.5
COC(=O)c1ccc(CN2CCCC(C(=O)c3cc(F)ccc3OC)C2)cc1 (configuration not stated)	0.1	-4.5	92.3	0.7	-7.7	0.3	1.6	-1.3	-3.2
COc1cc(NC(=S)N2CCN(C(c3ccccc3)c3ccccc3)CC2)cc(OC)c1	30.1	1.6	102.9	3.2	-6.5	1.7	-0.4	-6.3	-2.9
COC(=O)C1=C(CS(=O)(=O)c2ccc(OC)cc2)NC(=O)NC1c1ccccc1 (configuration not stated)	-8.8	-7.2	86.5	2.5	-9.6	-1.3	3.8	2.0	6.1
CC1CCCC(C)N1/N=C/c1ccc([N+](=O)[O-])cc1 (configuration not stated)	-15.6	-15.4	95.0	-7.0	-2.9	0.7	10.2	1.8	-34.8
O=C(CCNC(=O)c1ccc([N+](=O)[O-])cc1)NCc1ccco1	/	/	90.2	1.6	6.3	-1.6	/	/	-9.8
COc1ccc(CCNC(=O)Cn2c(=O)n(-c3ccc(C)c(F)c3)c(=O)c3sccc32)cc1OC	-3.5	6.0	91.5	0.9	-4.0	0.5	1.2	-2.8	6.2
CC(/C=N/NC(=O)CSc1ccccn1)=C\c1ccc(C(C)C)cc1	8.6	6.5	97.9	3.6	2.7	4.5	-0.2	-2.3	-9.8
CN(C)C(=O)COc1ccc(Oc2ccccc2)cc1	-0.1	-13.5	94.5	1.3	1.9	-4.5	-2.3	0.2	7.1
CC1(C)OC(=O)C(=NNc2ccc(Br)cc2)C(=O)O1	-4.2	14.4	100.9	-0.6	1.0	-2.8	1.4	-3.2	-7.1
COC(=O)c1ccc(C(=O)OC)c(NC(=O)CN(c2ccccc2)S(=O)(=O)N(C)C)c1	0.1	-2.5	100.6	2.0	-9.0	1.5	37.1*	-2.9	0.2
Cc1c(NC(=O)COC(=O)c2ccc[nH]c2=O)c(=O)n(-c2ccccc2)n1C	-8.0	0.6	106.9	2.9	-4.4	1.1	-2.2	-1.1	-8.3

Structural class, the entries above containing a thiophene ring, fused or not (two)
SMILES	core dimer inh	EBNA-1 inh	Yeast superoxide	PP5 primary	ZTA counter	PP1 counter	CTSL1 counter	TPT1 inhibitor	JMJD2C inh
CC(C)(O)C#Cc1ccc(CN2CCN(C3CCCCC3)C(CCO)C2)s1 (configuration not stated)	1.4	-11.9	83.6	2.0	-7.1	-3.7	0.4	-1.4	-5.0
COc1ccc(CCNC(=O)Cn2c(=O)n(-c3ccc(C)c(F)c3)c(=O)c3sccc32)cc1OC	-3.5	6.0	91.5	0.9	-4.0	0.5	1.2	-2.8	6.2

Following part:
SMILES	core dimer inh	EBNA-1 inh	Yeast superoxide	PP5 primary	ZTA counter	PP1 counter	CTSL1 counter	TPT1 inhibitor	JMJD2C inh
CCC(=O)N(Cc1cc(=O)[nH]c2ccccc12)C1CCCCC1	-2.4	-3.7	94.6	0.2	5.9	-1.8	0.7	1.9	3.8
Cc1nc2sc(C)c(C)c2c(=O)[nH]1	-7.5	2.3	92.3	2.8	-8.9	1.3	2.0	-5.3	-2.3
CCCCOc1ccc2c(c1)C(=O)c1cc(O)ccc1-2	-12.7	3.6	95.1	3.6	8.9	1.5	-0.9	-1.7	-0.8
Cc1nc(/N=C(\N)NC(=O)c2ccccc2)nc2ccccc12	4.8	1.2	96.3	0.9	6.3	1.6	-2.0	-2.5	-13.9
Cc1ccc(C)c(S(=O)(=O)N2CCN(C(=O)CCC(=O)c3cc(C)sc3C)CC2)c1	6.7	6.5	100.3	4.7	12.7	1.7	0.7	3.8	98.1
Cc1ccc(CCNC(=O)C2CCCN(S(=O)(=O)c3cccc4nsnc34)C2)cc1 (configuration not stated)	6.6	-7.0	109.6	1.3	-3.8	3.5	0.4	0.3	-5.3
Cc1ccc(/C=N/NC(=O)CSc2nc3ccccc3n2Cc2ccccc2)o1	16.7	1.3	95.0	1.9	0.3	3.9	4.9	-1.7	-3.5
COc1ccc(C(=O)C(CN2CCCC2)c2ccccc2)cc1 (configuration not stated)	-2.8	-4.9	92.1	-1.8	18.5	0.3	-1.3	0.8	-4.9
COC(=O)C(C)NC(=O)C1CCCN1C(=O)CNC(=O)OCc1ccccc1 (configuration not stated)	-2.0	-2.3	89.0	-1.1	3.1	-3.3	-4.3	-3.3	-17.0
O=C(NCc1ccoc1)c1ccc(NC(=O)c2ccccc2Cl)cc1	-0.2	-1.3	105.0	1.3	-20.0	-5.6	-1.8	-3.6	-12.8
COc1ccccc1CCNCc1ccc(OC)c(OCc2ccccc2)c1	-0.4	-0.8	92.5	2.2	-10.4	4.2	-0.5	-2.0	21.1
CNC(=O)c1cc(S(=O)(=O)NCc2ccncc2)ccc1OC	11.7	7.3	88.9	-2.4	5.4	0.6	-2.7	-1.2	1.0
COc1ccc(OC)c(NC(=S)N(CCc2c(C)[nH]c3ccccc23)Cc2cccs2)c1	-49.2	-0.8	93.0	3.9	-13.9	4.7	-5.2	1.3	9.8
COc1ccc(OCCn2ccnc2)cc1	-4.3	1.9	92.4	-2.8	8.1	-3.8	1.5	0.9	?
COc1cc(/C=C2/C(=O)N(c3cccc(Br)c3)N=C2C)cc(OC)c1O	-3.7	4.9	90.5	3.6	-1.7	3.8	1.8	69.9*	1.3
CC(=O)c1c[nH]c2ccc(C)cc2c1=O	0.7	6.1	72.1	-1.0	15.6	-4.0	1.6	1.6	7.1
CCCn1c(=O)c2ccccc2n2c(SCCOc3ccc(OC)cc3)nnc12	-1.1	-6.2	90.4	-1.8	2.3	-3.5	0.5	2.6	11.7
CC(=O)O[C@]1(C(C)=O)CC[C@H]2[C@@H]3C=C(C)C4=CC(=O)CC[C@@H]4[C@H]3CC[C@@]21C	-5.5	5.0	92.7	1.0	3.5	0.0	-2.9	-2.1	/
CC1(C)CC(=O)C(N=Nc2cccnc2)=C(O)C1	-2.9	11.6	109.9	0.6	-4.1	-3.5	-1.2	0.0	-3.1
CCCCCn1c(=O)[nH]c2cc(C(=O)NC3CCN(Cc4ccccc4)CC3)ccc2c1=O	-0.3	5.1	102.9	-2.4	8.6	-4.1	2.6	0.3	-4.3
O=S(=O)(Nc1ccc(-n2cnnn2)cc1)c1cccs1	/	/	100.6	-0.6	1.8	-8.6	/	/	-1.6
COc1ccc(N(CC(=O)NCc2ccco2)C(=O)CCC(=O)Nc2nccs2)cc1	-0.1	-0.1	87.7	1.7	4.0	1.3	-1.1	-1.5	-14.0
O=C(Nc1ccc2c(c1)OCO2)c1ccccn1	/	/	105.9	1.1	-9.9	2.0	/	/	11.2
CCC1SC2=NC(C)=C(C(=O)OC)C(c3ccc(C(=O)OC)cc3)N2C1=O (configuration not stated)	4.2	4.8	105.8	0.5	4.6	-0.8	-4.6	-1.8	-4.4
O=C(O)c1ccccc1C(=O)NCC(O)c1ccccc1 (configuration not stated)	-1.1	-1.9	91.5	2.0	-19.7	4.3	9.8	-1.5	2.5
COc1ccc2ccccc2c1-c1sc(Nc2ccccc2)n[n+]1-c1ccc(F)cc1	-2.4	-0.3	102.6	-1.2	-1.8	10.2	-0.8	-4.9	3.1
CCOc1ccc(-c2noc(CCCC(=O)NC3CCCCC3)n2)cc1OC	11.3	4.8	118.9	0.1	10.7	-0.3	-0.8	-2.1	-5.1
Nc1nc(NC(=O)CCCC(=O)O)nn1-c1ccccc1	0.5	-1.4	101.6	-0.2	-14.2	0.0	-3.4	-4.5	6.6
O=S1(=O)CCN(Cc2ccc(Cl)c(C(F)(F)F)c2)CC1	3.1	6.4	95.1	0.7	-10.7	-1.6	2.4	-0.5	1.3
CC(=O)Nc1cccc(NC(=O)C2C3C=CC(C3)C2C(=O)O)c1 (configuration not stated)	-9.6	-9.4	109.0	-4.5	-4.8	1.0	-1.4	-5.3	-8.6
CC(OC(=O)Nc1cccc(Cl)c1)C(=O)O (configuration not stated)	0.0	-4.5	96.7	-3.0	-6.0	0.0	0.1	-3.6	4.9
CCN(Cc1cnn(C)c1)C(=O)c1ccc(OC2CCN(S(=O)(=O)N(C)C)CC2)cc1	1.0	-14.1	97.1	-2.4	-15.2	9.3	-5.7	0.7	-17.5
C=CCNC(=O)COc1ccc(N(C)S(=O)(=O)c2ccc(NC(C)=O)cc2)cc1	-0.2	-2.7	110.4	-0.7	-2.9	0.0	2.6	0.3	10.5
COCC1CCCN(C(=O)c2cc(COc3ccc4ncccc4c3)on2)C1 (configuration not stated)	-1.2	-13.8	80.3	-0.1	-9.6	0.9	-4.1	3.2	-3.4
Cc1ccc(C)c(N(CC(=O)NCc2ccco2)C(=O)CNS(=O)(=O)c2ccccc2)c1	-10.1	-15.4	105.5	0.4	5.8	2.3	1.5	-0.6	-7.1
CC(C)CCn1nc(C(=O)Nc2nc3c(s2)CCCC3)c2ccccc2c1=O	22.4	2.2	98.8	3.2	3.3	-4.8	-1.3	-0.9	9.2
COc1ccc(CNC(=O)Cn2c(=O)oc3cc(S(=O)(=O)N4CCCC4)ccc32)cc1	-12.6	10.6	95.4	-2.6	-15.1	0.4	1.9	-1.6	-1.3
NNc1ncnc2scc(-c3ccc(Cl)cc3)c12	-2.5	-11.9	105.0	0.6	-5.8	7.0	-3.6	-2.9	?
COc1ccc(OC)c(-c2csc(NC(=O)Cc3cccs3)n2)c1	1.9	-12.1	107.0	3.3	-8.4	-1.8	-4.0	2.1	-2.2
COc1ccc(S(=O)(=O)N2CCOCC2)cc1NC(=O)CSc1n[nH]c(=O)n1C1CC1	-1.1	4.1	117.0	2.9	-5.7	-4.0	-4.1	-1.5	-2.2
Clc1ccc(OCc2cc(-c3ccccc3)no2)cc1Cl	-0.4	0.9	103.8	3.3	3.0	-0.5	-4.0	-0.7	6.5

Only ZTA counter (2 entries from above):
compound	ZTA counter
CC(OC(=O)Nc1cccc(Cl)c1)C(=O)O (configuration not stated)	-6.0
Cc1ccc(C)c(N(CC(=O)NCc2ccco2)C(=O)CNS(=O)(=O)c2ccccc2)c1	5.8

From PubChem
